Pin1 inhibitor – human Pin1 inhibition. Pin1 FP peptide displacement, HiFluor488, 10 min. Potency, µM (series often up to 115 µM), inactives show at the highest dose activity, negative = inhibition, most hits filed as inhibitors. AID 504891. hit rate 0.009% among 390,000; active means well fitted inhibition curve with a large enough effect in the polarisation, with a control signal flat, not every such curve was filed as active; inconclusive means small, poorly fitted or top-dose-only effect, or effect the other way, or a change in a side signal; inactive means no such curve, though single readings can be large or run the other way; the % refers to the polarisation; further: potency means the concentration at half of the fitted maximal effect; on the % scale 0 is the no-effect control and ±100 the full control effect
Target sequence (Q13526 whole entry, looked up): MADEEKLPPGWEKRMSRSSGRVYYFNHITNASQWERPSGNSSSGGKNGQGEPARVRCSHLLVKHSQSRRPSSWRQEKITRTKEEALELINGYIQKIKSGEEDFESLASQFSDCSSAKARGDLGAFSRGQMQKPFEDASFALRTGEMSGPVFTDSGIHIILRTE
ERG Ets-DNA blk – inhibitors of human ERG Ets domain-DNA interaction; hit rate 0.028% among 370,000; Potency, µM (doses to about 76.9 µM), without a hit: top-dose FP activity, negative = inhibition, hits mostly inhibitors; AID 624246; fluorescence polarization, His-ERG Ets domain / labelled DNA; active means well fitted inhibition curve with a large enough effect in the polarisation, with a control signal flat; inconclusive means small, poorly fitted or top-dose-only effect, or effect the other way, or a change in a side signal; inactive means no such curve, though single readings can be large or run the other way; the % refers to the polarisation;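 further: polarization taken with two DNA probes labelled with fluorescein and Texas red; potency means the concentration at half of the fitted maximal effect; % of control where 0% means no effect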
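His-tagged ERG Ets domain (1 uM in the protein solution; 300mM KCl, 50mM Tris-HCl, 1mM EDTA, 1mM DTT, pH 7.5) received compound, then a probe mix of 5 nM fluorescein-DNA and 100nM Texas-615-DNA. Fluorescence polarization was read for both dyes.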
PGK inhibitor – blocks T. brucei phosphoglycerate kinase. PGK/GAPDH coupled, Kinase-Glo luminescence, 60 min. P07378. hit rate 0.043% among 380,000. Potency, µM (titrated, usually from 57.5 µM), without a hit: top-dose activity change, negative = inhibition, usual class: inhibitors. AID 602233; further: potency means the concentration at half of the fitted maximal effect; on the % scale 0 is the no-effect control and ±100 the full control effect; nearly all actives have a fitted effect of over 60% in size
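Recombinant glycosomal PGK reaction used 1,3-bisphosphoglycerate generated in-well by GAPDH (100nM final) in 100mM TEA pH 7.6, 5mM MgCl2, 0.01% Tween-20. After 60 minutes at room temperature, ATP was read by Kinase-Glo Plus luminescence end-point.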
G9a inh – blocks human histone lysine methyltransferase G9a; Q96KQ7; G9a H3K9 monomethylation, AlphaScreen, 2 h; Potency, µM (series often up to 102 µM), for the others: at the top dose activity, negative = inhibition, usual class: inhibitors; hit rate 8.8% among 350,000; AID 504332; further: potency means the concentration at half of the fitted maximal effect; on the % scale 0 is the no-effect control and ±100 the full control effect; nearly all actives have a fitted effect of over 75% in size
Target sequence (Q96KQ7 913-1193 limits assumed): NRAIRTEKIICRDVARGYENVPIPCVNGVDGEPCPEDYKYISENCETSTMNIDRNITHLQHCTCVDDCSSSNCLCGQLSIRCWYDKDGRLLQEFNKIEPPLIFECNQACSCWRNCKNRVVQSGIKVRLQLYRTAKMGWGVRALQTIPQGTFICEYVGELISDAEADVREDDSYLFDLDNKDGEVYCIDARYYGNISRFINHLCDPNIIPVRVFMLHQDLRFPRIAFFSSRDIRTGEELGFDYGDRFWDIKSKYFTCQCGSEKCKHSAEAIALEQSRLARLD
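Chemiluminescent proximity detection of H3K9 monomethylation, read after 10 min bead incubation in the dark. Reaction: 20 nM G9a, 500 nM biotin-H3K9 peptide, 20 uM SAM cofactor, 2 h, room temperature, following 15 min enzyme-compound preincubation.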
JMJD2A Tudor – blocks the human JMJD2A Tudor domain. O75164. AlphaScreen JMJD2A-Tudor / H3K4me3 peptide binding. Potency, µM (series often up to 114 µM), for inactives: at the top dose activity change, negative = inhibition, usual class: inhibitors. hit rate 4.4% among 390,000; further: potency means the concentration at half of the fitted maximal effect; on the % scale 0 is the no-effect control and ±100 the full control effect; nearly all actives have a fitted effect of over 50% in size
PI4K2A block – blocks human PI4K2A kinase activity; purified PI4K2A, ADP-Glo luminescence, 1 h; stronger effect = lower value; hit rate 0.13% among 420,000; activity change, negative = inhibition, % at 76.9 µM; Q9BTU6; in the data active means activity change below about -50%; inconclusive means mostly about -30% to -49%;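 further: -100% = wells without enzyme as full effect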
Target sequence (Q9BTU6 whole entry, looked up): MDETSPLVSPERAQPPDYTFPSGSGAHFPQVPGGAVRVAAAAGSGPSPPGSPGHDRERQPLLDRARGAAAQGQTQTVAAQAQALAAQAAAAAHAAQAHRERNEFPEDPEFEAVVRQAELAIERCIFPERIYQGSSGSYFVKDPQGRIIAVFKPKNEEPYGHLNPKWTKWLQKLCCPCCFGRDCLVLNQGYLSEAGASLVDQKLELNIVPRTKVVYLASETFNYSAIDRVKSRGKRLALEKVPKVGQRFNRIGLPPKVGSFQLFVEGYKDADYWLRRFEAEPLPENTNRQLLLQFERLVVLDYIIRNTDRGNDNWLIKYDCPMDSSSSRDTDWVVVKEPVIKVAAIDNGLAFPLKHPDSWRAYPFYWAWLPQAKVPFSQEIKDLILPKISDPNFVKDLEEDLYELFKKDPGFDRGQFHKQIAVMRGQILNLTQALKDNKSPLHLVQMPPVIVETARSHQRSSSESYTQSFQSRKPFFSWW
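In this quantitative HTS, ADP production by PI4K2A was quantified luminescently after 1 h at ambient temperature; 100 microM adenosine served as plate-quality control.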
BAZ2B block – blocks human BAZ2B | Q9UIF8 | AlphaScreen BAZ2B-H3K14Ac peptide displacement | Potency, µM (series often up to 114 µM), inactives show at the highest dose activity change, negative = inhibition, hits mostly inhibitors | hit rate 4.4% among 360,000 | AID 504333; further: potency means the concentration at half of the fitted maximal effect; on the % scale 0 is the no-effect control and ±100 the full control effect; nearly all actives have a fitted effect of over 60% in size
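Compounds, titrated to a top concentration of 110 uM, were incubated 30 min at room temperature with preformed BAZ2B/acetyl-K14 H3 peptide complex (50 nM each). Proximity signal was measured by AlphaScreen after 20 min with beads.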
GLS inh – glutaminase GLS (human) inhibition | hit rate 0.21% among 410,000 | GLS enzymatic activity, qHTS titration | Potency, µM (highest dose often 45.5 µM), for the others: at the top dose activity change, negative = inhibition, hits mostly inhibitors | O94925; further: potency means the concentration at half of the fitted maximal effect; on the % scale 0 is the no-effect control and ±100 the full control effect
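hKGA; 45 mM KH2PO4 pH 8.2 + 0.02% Tween-20; cpd via pin tool; 1 mM Gln soln; GluOx/HRP/Amplex Red; RT 30 min; fluor. t0 & final.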
HP1b chromo inh – inhibitors of HP1-beta chromodomain binding to methylated histone tails | AlphaScreen HP1-beta / biotin-H3K9me3 peptide binding | hit rate 0.56% among 390,000 | P83916 | Potency, µM (doses to about 114 µM), without a hit: at the highest dose activity change, negative = inhibition, actives largely listed as inhibitors | AID 540317; further: potency means the concentration at half of the fitted maximal effect; nearly all actives have a fitted effect of over 70% in size; inactives centre near 23
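HP1-beta protein (50 nM final) preincubated 30 min at room temperature with biotinylated H3(1-18)K9me3 peptide (50 nM) in PBS pH 7.4, 0.01% Tween-20, then compound added for 30 min. AlphaScreen streptavidin donor/nickel chelate acceptor beads (10 ug/mL final), 30 min dark, luminescence read.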
* hit, by the source's call; i = inactive; ? = inconclusive; / = not tested or not shown; & = joins results of further samples; [ ] = remark or other dose. Unless noted, the call rests on the fitted dose curve; in most records, active means well fitted curve in the direction sought with a large enough effect; inconclusive means small, poorly fitted or top-dose-only effect, or another doubt; inactive means no such curve, though single readings can be large; an effect the other way counts as inactive or inconclusive.

SMILES | Pin1 inhibitor | ERG Ets-DNA blk | PGK inhibitor | G9a inh | JMJD2A Tudor | PI4K2A block | BAZ2B block | GLS inh | HP1b chromo inh
COc1cc2c(C)nc(C)c(C#N)c2cc1OC | 6% | 2% | 3% | ? | 0%[11.4 µM] | 0 | -12% | -1% | 40%[activator]
CC1CCC(C(C)C)C(OC(=O)CSc2nc(N)cc(=O)[nH]2)C1 (stereo unspecified) | 0% | -2% | 0% | -15% | -9% | 0 | -37% | -4% | 28%
Cc1n[nH]c(C)c1N=Nc1cc(Cl)ccc1Cl | 5% | 3% | 3% | 3% | -19% | 1 | -36% | 10% | 6%
COc1ccc(CN2C(=O)c3cccnc3C2=O)cc1S(=O)(=O)N1CCCC(C)C1 (stereo unspecified) | -8% | 0% | 9% | 18% | -11% | -1 | 56µM* | 7% | 41%[activator]
COc1ccc(C(=O)C2CCCN(C(=O)Cn3cncn3)C2)cc1OC (stereo unspecified) | -3% | -3% | 5% | 8%[59 µM] | 5% | 4 | -21% | 1% | 49%[activator]
COc1cccc(CN(Cc2ccco2)c2cnc(S(C)(=O)=O)nc2C(=O)Nc2cccc(Cl)c2C)c1 | 26% | -2% | i | ? | -32% | 2 | ? | -1% | 19%
O=c1c(N2CCN(c3cccc(Cl)c3)CC2)csc2ccccc12 | 3% | 10% | 7% | ? | 40µM* | -3 | ? | 24% | -10%[57 µM]
COc1ccccc1C(=O)Nc1cc(C)on1 | 2% | 22% | -8% | -20% | 1% | -1 | 2% | 0% | 50%[activator]
Cc1ccc(S(=O)(=O)CC(C)(O)CS(=O)(=O)c2ccc(C)cc2)cc1 | 13% | -5% | -10% | 21% | 1% | 0 | 3% | -7% | 20%
C#CCOCCOCCOCCNc1nc(N2CCN(C(=O)[C@H](CCCCN)n3cc([C@@H](N)CC(C)C)nn3)CC2)nc(N2CCN(C(=O)[C@H](Cc3ccc(O)cc3)n3cc([C@@H](N)CC(C)C)nn3)CC2)n1 | -3% | -1% | -5% | 4%[12.7 µM] | 79µM* | -7 | 56µM* | -4% | -7%
Cc1ccc(N2CCN(C(=O)NCc3noc4ccccc34)CC2C)cc1 (stereo unspecified) | -2% | 0% | -6% | -31%[59 µM] | -5% | 1 | -30% | 38%[activator] | 55%[activator]
O=C(NCc1cccc(Cl)c1)C1CCCN(c2nn3cc(-c4ccc(F)cc4)nc3s2)C1 (stereo unspecified) | ? | -5% | -7% | ? | -29% | 3 | -4% | -12% | ?
Cc1ccc(C)c(N2CCN(C(=O)c3cc(C)nc4c3c(C)nn4-c3ccccc3)CC2)c1 | ? | 9% | -4% | -30%[59 µM] | -9% | -5 | 0%[57.1 µM] | 1% | 45%[activator]
COc1cccc(NC(=S)N2CCN(C(c3ccccc3)c3ccccc3)CC2)c1 | 4% | -9% | -1% | -13% | -34% | -4 | -35% | -6% | 7%
O=C(Cn1c(=O)oc2cc(S(=O)(=O)NCc3ccccc3)ccc21)NCc1ccco1 | 4% | 9% | -6% | ? | -12% | -3 | 6% | 2% | 40%[activator]
Cc1cccc(CSc2ccc3nnc(-c4cccs4)n3n2)c1 | -1% | 4% | / | 15%[59 µM] | -10% | 1 | 0% | 9% | 23%
COC(=O)c1cc(OC)c(OC)c(OC)c1N | -6% | 10% | -10% | 15%[59 µM] | -17% | 2 | -7% | 16% | 13%
Cc1c(C)n(CC(O)CNc2ccccc2)c2ccccc12 (stereo unspecified) | 5% | -1% | -3% | 13µM* | 25µM* | 9 | 25µM* | 18% | ?
Cc1c(NC(=O)C(C)OC(=O)c2ccc(Cl)nc2)c(=O)n(-c2ccccc2)n1C (stereo unspecified) | 1% | -3% | 5% | 0%[59 µM] | -15% | 8 | 7% | 0% | 5%
CN(C)c1ccc(NC(=O)c2cnsn2)cc1 | -4% | -5% | -8% | 50µM* | ? | -4 | -20% | 1% | -6%
O=C(NCCCl)Nc1ccccc1NS(=O)(=O)c1cccs1 | -1% | 0% | 5% | / | -3% | -10 | / | -6% | 18%
O=C(CN1C(=O)CC(c2ccco2)Sc2ccccc21)Nc1ccc(C(F)(F)F)cc1 (stereo unspecified) | 6% | 0% | -3% | -4%[59 µM] | -17% | -1 | -1% | -13% | 28%
COc1ccc(CCNC(=O)Cn2c(=O)n(-c3ccc(C)c(F)c3)c(=O)c3sccc32)cc1OC | 11% | -5% | 2% | 0%[59 µM] | -2% | 2 | -16% | 3% | 22%
Cc1cccc(OCCNC(=O)CCNS(=O)(=O)c2ccc3ccccc3c2)c1 | -1% | 11% | -9% | -5%[2.33 µM] | -8% | -7 | 0% | 2% | 31%
O=C(NCc1ccccc1)C(c1cccnc1)N(C(=O)c1csnn1)c1ccccc1 (stereo unspecified) | 0% | 0% | 2% | -2% | -14% | 2 | 8% | 10% | -13%
COc1ccccc1NC(=O)CC(c1ccc(F)cc1)c1ccco1 (stereo unspecified) | -3% | -3% | -10% | -1% | -11% | 0 | -12% | 2% | -4%
CN=C1S/C(=C\c2ccc(SC)cc2)C(=O)N1C | 11% | 9% | i | -7% | 9% | -2 | 4% | -1% | 118%[activator]
Cc1ccc(CNn2cnnc2SCC(=O)NC(C)(C)C)cc1 | 3% | -13% | 17% | 24%[2.33 µM] | -1% | 2 | 8% | -1% | 36%
CCn1cc(C(=O)O)c(=O)c2cc(F)c(N3CCN(C(=S)Nc4ccc(OC)cc4)CC3)cc21 | 1% | 0% | 3% | -6% | -18% | 1 | ? | 0% | 21%
COC(=O)CC1c2ccccc2S(=O)(=O)N1Cc1ccccc1 (stereo unspecified) | -9%&-8% | -19% | -10% | 18%[12.7 µM] | -21%&-8% | -3 | 4% | 1% | 20%&34%
CN(CC(=O)NC1(C)CCS(=O)(=O)C1)S(=O)(=O)c1ccc(Cl)cc1 (stereo unspecified) | -14% | -3% | 0% | -11% | -11% | 5 | -3% | 6% | 2%
Cc1sc2nc(COC(=O)C(NC(=O)c3ccc(Cl)cc3Cl)C(C)C)[nH]c(=O)c2c1C (stereo unspecified) | ? | 32%[activator] | i | -26% | -12% | -7 | 2% | -1% | 10%
O=C(c1ccc(Cl)cc1)N1CCN(S(=O)(=O)/C=C/c2ccccc2)CC1 | 12% | 1% | i | -25%[12.7 µM] | -22% | -2 | 6% | 1% | 46%[activator]
COC(=O)N[C@H](c1ccccc1)[C@@]1(C)C[C@@H]1[C@@H](C)C(=O)Nc1ccc2ccccc2c1 | 4%&0% | -11% | i | / | -27%&-21% | 3 | / | -3% | 2%&11%
CCC(C)C(=O)N1c2ccccc2C(=C2SC(C(=O)OC)=C(C(=O)OC)S2)C(=S)C1(C)C (stereo unspecified) | ? | 7% | -8% | ? | 8.9µM* | -14 | 8.9µM* | 3% | ?
O=C(COC(=O)CSc1ccc2ccccc2c1Br)NC1CC1 | -12% | 8% | 2% | -5% | -17% | 2 | -14% | 0% | 26%
CC1CCCCN1CCCNC(=O)c1nn(C)c2c1CSc1ccccc1-2 (stereo unspecified) | -4% | 1% | -3% | 3% | -20% | -4 | -7%[57.1 µM] | 7% | 22%
COC(=O)C(C)Oc1ccc(-c2nccc(-c3cccs3)n2)cc1 (stereo unspecified) | 6% | -1% | -3% | 50%[59 µM] | 42%[activator] | 9 | 49%[activator] | -4% | 105%
Cn1c(SCC(=O)N2CCc3ccccc32)nnc1-c1ccc(S(=O)(=O)N2CCCC2)cc1 | 1% | 3% | i | -5%[59 µM] | -9% | -4 | 7% | 0% | 26%
CC1(c2ccc3ccccc3c2)NC(=O)N(CC(N)=O)C1=O (stereo unspecified) | 3% | -1% | 6% | 20% | -6% | 3 | -2% | 3% | 29%

Grouped by structure: those above containing an NH in an aromatic ring (3)
SMILES | Pin1 inhibitor | ERG Ets-DNA blk | PGK inhibitor | G9a inh | JMJD2A Tudor | PI4K2A block | BAZ2B block | GLS inh | HP1b chromo inh
CC1CCC(C(C)C)C(OC(=O)CSc2nc(N)cc(=O)[nH]2)C1 (stereo unspecified) | 0% | -2% | 0% | -15% | -9% | 0 | -37% | -4% | 28%
Cc1n[nH]c(C)c1N=Nc1cc(Cl)ccc1Cl | 5% | 3% | 3% | 3% | -19% | 1 | -36% | 10% | 6%
Cc1sc2nc(COC(=O)C(NC(=O)c3ccc(Cl)cc3Cl)C(C)C)[nH]c(=O)c2c1C (stereo unspecified) | ? | 32%[activator] | i | -26% | -12% | -7 | 2% | -1% | 10%

Going on with the list.
SMILES | Pin1 inhibitor | ERG Ets-DNA blk | PGK inhibitor | G9a inh | JMJD2A Tudor | PI4K2A block | BAZ2B block | GLS inh | HP1b chromo inh
O=C(Cc1ccccc1F)Nc1nc(-c2ccc(F)c(F)c2)cs1 | 1% | 8% | -2% | 9% | 1% | -4 | 4% | -2% | 38%[activator]
Cc1c(OCC(=O)Nc2cccnc2)ccc2c3c(c(=O)oc12)CCC3 | 0% | 20% | -8% | 16% | 1% | -2 | -15% | 1% | 27%
COc1ccc(C(=O)NCC(=O)OCc2ccc(Br)cc2)cc1 | -3% | -9% | -7% | 6%[59 µM] | 2% | 3 | 1% | -2% | 43%[activator]
COc1ccc(NC(=O)C2CC2)cc1OC1CCCC1 | 7% | 8% | i | -31% | -9% | 3 | -30% | -9% | 13%
CC(C)Nc1nc(Oc2ccc(=O)n(-c3ccccc3)n2)nc(N(C)C)n1 | 32%[activator] | -4%[15.4 µM] | 1% | -2% | -6% | 2 | -18% | -1% | 20%
CCCCCCc1nnc(N)s1 | -10% | 0% | 1% | 9%[59 µM] | -6% | -1 | 8% | 6% | 14%
